CaV13 ICDI inh – Primary screen for inhibitors of IQ motif and Ca2+-dependent inactivation inhibitor domain binding in CACNA1D, Förster resonance energy transfer in living cells, …. HEK cells, CFP/YFP FRET ICDI-IQ, plate reader, 10 min; percent FRET-ratio fall versus neutral wells. inhibition, % at 12.3 µM. hit rate 0.098% among 340,000;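 active = mean replicate inhibition of at least 30% and at least 1% of replicates passing that level; inconclusive = only one of the two criteria is met; inactive = neither criterion is met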;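 also: 0% = median of the neutral control wells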
NR2E3 ag-1 – NR2E3 agonists in two-hybrid cells, primary screen, cell-based, luminescence, CHO-S, Gal4-NCOR/VP16-NR2E3. Photoreceptor-specific nuclear receptor (Homo sapiens), Q9Y5X4. luciferase. inhibition of corepressor binding, % at 3.98 µM. hit rate 0.35% among 360,000. AID 602229, 2012;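 active = inhibition above the mean of all tested compounds plus 3 SD, cut at about 70% in these data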;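 also: 0% = DMSO with NR2E3 transfected cells and 100% = cells lacking NR2E3 construct; higher means lower luciferase signal from less NR2E3 corepressor binding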
Target sequence (Q9Y5X4 whole entry, looked up, the tested form may be a part): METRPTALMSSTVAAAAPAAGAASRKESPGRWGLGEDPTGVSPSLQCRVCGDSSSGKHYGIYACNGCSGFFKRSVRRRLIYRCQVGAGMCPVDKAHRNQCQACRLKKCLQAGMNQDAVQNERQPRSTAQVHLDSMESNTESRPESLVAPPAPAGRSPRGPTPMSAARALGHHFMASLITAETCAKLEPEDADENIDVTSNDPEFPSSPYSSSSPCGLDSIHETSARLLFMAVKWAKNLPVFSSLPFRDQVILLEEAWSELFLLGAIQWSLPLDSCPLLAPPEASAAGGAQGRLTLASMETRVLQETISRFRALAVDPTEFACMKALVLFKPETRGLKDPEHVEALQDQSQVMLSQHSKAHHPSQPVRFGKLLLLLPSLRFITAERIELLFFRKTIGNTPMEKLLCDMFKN
aDG glyco up – activators of alpha-DG glycosylation, primary screen, uHTS, Pro5-aDG cells, AlphaScreen; hit rate 0.22% among 360,000; activation, % at 10 µM; alpha-DG glycosylation AlphaScreen (IIH6); 0% Pro5, 100% B10-LARGE cell signal; AID 624168, 2012;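 active = activation of at least 8% versus controls, or a plate z-score of at least 8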;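 also: Pro5 are CHO cells carrying HIG-tagged alpha-DG that lacks glycosylation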
NR2E3 ag-2 – inhibitors of NR2E3-RetCOR corepressor binding, primary screen, NR2E3 agonist project, biochemical, TR-FRET, GST-NR2E3, biotin-RetCOR | Photoreceptor-specific nuclear receptor (Homo sapiens), Q9Y5X4 | 1536-well | inhibition of corepressor binding, % at 4.78 µM | hit rate 0.12% among 320,000 | AID 2300, 2010;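 active = percent inhibition above the cutoff of mean plus 3 SD of all tested compounds, set per screening campaign, cut at about 20% in these data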;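 also: 0% = DMSO wells and 100% = biotin wells as full block of FRET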
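Material – GST-tagged NR2E3 plus biotinylated RetCOR corepressor · Quantity – NR2E3 fusion 1.35 nM · Times – 5 h incubation at 4 °C · Medium – pH 7.5 Tris-based buffer · Technique – TR-FRET, Eu(K)-anti-GST donor, streptavidin-D2 acceptor, ex 340, em 617/671 nm · Benchmarks – high control biotin, low control 0.6% DMSO · Format – 1536-well plates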
Peg3 promoter – Peg3 promoter-driven luciferase inhibitors, primary screen, cell-based, HeLa, luciferase luminescence; HeLa PEG-Prom luciferase reporter, overnight; inhibition, % at 20 µM; hit rate 1.7% among 360,000; AID 588405, 2011;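 active = inhibition of at least 50% at 20 µM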
Vif imaging – HIV Vif self-association inhibitors, primary screen, imaging, HEK293T, single point | inhibition, % at 7.49 µM | hit rate 0.35% among 340,000 | HEK293T cells, Vif self-association by quenched fluorescence, 24 h; in the data active = inhibition above about 50%, passing the limit was not always enough; inconclusive = no clear call, values can overlap the other calls; inactive = below about 31%; also: some results filed as inactive read as strong as hits
HIF-2a inh – HIF-2a reporter inhibitors, primary screen, luminescence, 786-0 RCC cells | 786-0 RCC cells HIF-2a reporter, luciferase luminescence, overnight | hit rate 0.72% among 360,000 | inhibition, % at 18.8 µM | AID 624352, 2012;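 active = inhibition of the luminescence signal of 40% or more relative to plate controls, in a single-dose primary screen at 18.75 µM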
Granule exo inh – LAMP-1 surface exposure blockers, TALL-104 cells – cell-based, flow cytometry, MLPCN library, primary screen | AID 651702, 2012 | hit rate 0.66% among 360,000 | TALL-104 LAMP-1 surface exposure; cells stimulated with thapsigargin and PMA | inhibition, % at 10 µM;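 active = inhibition above about 55%, limit read from the data; inconclusive = no clear call, values can overlap the other calls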
PDI turbidity – inhibitors of human PDI, primary screen, biochemical, turbidity, single point, plate reader. Protein disulfide-isomerase (Homo sapiens), P07237. PDI insulin aggregation turbidity, A650, 90 min. inhibition, % at 10 µM. hit rate 0.052% among 350,000. AID 588391, 2011;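 active = mean inhibition across replicates of 30% or more, whatever share of single replicates reach that level; inconclusive = mean inhibition below 30% while every single replicate reaches 30%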;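 also: absorbance from insulin aggregation driven by PDI reduction with DTT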
Target sequence (P07237 whole entry, looked up): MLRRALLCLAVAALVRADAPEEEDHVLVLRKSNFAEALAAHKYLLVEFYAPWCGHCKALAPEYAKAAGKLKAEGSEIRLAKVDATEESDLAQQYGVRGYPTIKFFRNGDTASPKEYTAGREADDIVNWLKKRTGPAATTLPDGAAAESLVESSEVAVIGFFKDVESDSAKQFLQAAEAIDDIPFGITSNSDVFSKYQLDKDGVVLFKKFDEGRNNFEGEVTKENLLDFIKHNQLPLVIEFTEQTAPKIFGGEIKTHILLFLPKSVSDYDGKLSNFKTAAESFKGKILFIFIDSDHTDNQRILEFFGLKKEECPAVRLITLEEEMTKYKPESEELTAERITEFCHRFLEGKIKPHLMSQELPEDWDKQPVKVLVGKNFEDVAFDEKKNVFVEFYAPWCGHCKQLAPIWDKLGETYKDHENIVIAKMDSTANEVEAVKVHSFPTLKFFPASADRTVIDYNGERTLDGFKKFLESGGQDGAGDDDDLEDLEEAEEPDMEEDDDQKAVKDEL
hiPSC survival – enhancers of single-cell hiPSC survival, primary screen, ATPlite luminescence | 100% = ROCK inhibitor wells, 0% = DMSO | survival enhancement, % at 20 µM | hit rate 0.044% among 360,000 | AID 602274, 2012; in the data active = survival enhancement above about 18%;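 also: cells exposed to compounds for 16 hours before the ATP read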
TRPM1 prom inh – inhibitors of MITF-dependent TRPM1 promoter reporter, primary screen, cell-based, SK-MEL-5, single point, luciferase. hit rate 0.83% among 330,000. SK-MEL-5 TRPM1 promoter luciferase, 24 h. AID 488899, 2010. inhibition, % at 12.5 µM;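 active = mean inhibition across replicates of 60% or more, whatever share of single replicates reaches that level; inconclusive = some that reach 60%, reason not given; inactive = mean inhibition across replicates below 60%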; also: values of inactives mirror those of a sister screen read the other way
Active calls of the source: *; ? = inconclusive; · = not tested or not shown. Outcome played no part in choosing rows; overall some 3.5% were active at least once.

SMILES | CaV13 ICDI inh | NR2E3 ag-1 | aDG glyco up | NR2E3 ag-2 | Peg3 promoter | Vif imaging | HIF-2a inh | Granule exo inh | PDI turbidity | hiPSC survival | TRPM1 prom inh
C=CCS(=O)(=O)N1CCCC(C(=O)c2cccc(Cl)c2)C1 (configuration not stated) | -7 | -17 | 0.0 | 2 | 6 | 4 | 13 | -2 | 6 | 2.7 | -3
C=CCN(C(=O)CCC(=O)Nc1cc(C)on1)C(C(=O)NC1CCCC1)c1ccc(C)cc1 (configuration not stated) | -3 | -9 | 0.2 | -2 | 2 | -3 | 14 | -4 | 4 | -0.4 | 0
O/N=C1/CCc2cccc3cccc1c23 | -12 | -22 | -0.3 | 0 | -6 | -2 | -26 | -3 | 0 | -0.3 | 9
CC1CCN(C(=O)COC(=O)c2cc(Cl)cc(Cl)c2N)CC1 | -8 | -50 | 0.3 | -1 | -29 | -11 | -34 | 1 | -2 | 3.3 | -7
Cc1ccc(OCCSCc2nnc(NC(=O)Nc3cccc(Cl)c3)s2)cc1 | -5 | -25 | -0.1 | 0 | 32 | -9 | 9 | -5 | -13 | -1.3 | -6
COc1ccc(CCNC(=O)c2ccc(NS(=O)(=O)c3ccc4[nH]c(=O)[nH]c4c3)cc2)cc1 | -6 | 2 | 0.3 | 1 | 13 | 4 | 13 | 8 | 8 | -0.4 | -12
O=C(NNC(=O)c1ccc2[nH]c(=O)c(=O)[nH]c2c1)c1cccc(Br)c1 | -7 | 8 | 0.1 | 1 | -1 | 4 | -3 | -5 | -4 | -0.5 | 5
C/C(=N\NS(=O)(=O)c1ccc(Cl)cc1)c1ccc(O)cc1 | -7 | 20 | -0.1 | 8 | -3 | 0 | 4 | -2 | 10 | 0.3 | 7
CCOc1ccc2nc(NC(=O)c3cnccn3)sc2c1 | · | -94 | -0.3 | -1 | -208 | -1 | -221 | -5 | -6 | -5.9 | -53
COc1ccc(OC)c(CN2C(=O)c3ccccc3C2c2nnnn2C(C)C)c1 (configuration not stated) | -8 | -15 | -0.1 | · | · | · | 8 | -2 | · | -0.7 | ·
O=C(NCc1cccs1)C1CC(c2ccc(F)cc2)=NO1 (configuration not stated) | -5 | -59 | -0.3 | -3 | -79 | 3 | -88 | -1 | ? | 0.0 | -16
Cc1ccc(CCNC(=O)CCS(=O)(=O)c2ccc3nc(C)sc3c2)cc1 | -1 | -22 | 0.1 | -4 | 0 | -2 | -4 | -2 | · | 0.1 | 7
Cc1cccc(-c2nc(CS(=O)CC(=O)N3CCCCC3)c(C)o2)c1 (configuration not stated) | -3 | -18 | -0.1 | 1 | 2 | 4 | 0 | -3 | · | -0.4 | 11
COc1ccc(N2C(=O)CCC2(C(N)=O)c2ccccc2)cc1 (configuration not stated) | · | 8 | 0.0 | -1 | -1 | -2 | 17 | -1 | 0 | -0.6 | -6
CCN(CC)c1cccc(OC2=NS(=O)(=O)c3ccccc32)c1 | -4 | 0 | 0.0 | -2 | 7 | 7 | 4 | 7 | 0 | -0.4 | 8
Cc1sc(NC(=O)COc2cccc(-n3cnnn3)c2)c(C#N)c1C | -5 | 24 | -0.1 | -1 | 3 | 2 | 7 | 0 | -8 | 1.7 | -10
COc1ccc(NC(=O)CCCN2C(=O)CCC2=O)cc1Cl | · | 9 | -0.2 | -1 | -10 | 6 | -19 | 5 | 0 | 14 | -8
O=C(c1ccc(F)cc1)N1CCCC(c2ccccc2)C1 (configuration not stated) | 5 | -24 | 0.2 | 0 | -4 | 0 | -5 | -4 | 0 | -0.6 | 2
COc1ccc(OC)c(N(C(=O)c2snc(C(N)=O)c2N)C(C(=O)NCc2ccccc2)c2ccc(O)cc2)c1 (configuration not stated) | 0 | 19 | -0.1 | 3 | 4 | -7 | 19 | -6 | -1 | 0.1 | 4
C[C@@H]1CN([C@@H](C)CO)S(=O)(=O)c2ccc(Br)cc2O[C@H]1CN(C)Cc1ccc(-c2ccccc2)cc1 | -4 | -32 | 0.8 | · | 50 | 1 | 11 | 4 | -1 | -0.4 | ·
CC(C)Sc1ccc(C(=O)Nc2ccc(F)cc2F)cn1 | 6 | 23 | 0.6 | 2 | -218 | -6 | -208 | 0 | -5 | 0.5 | -83
COCC(C)NC(=O)c1oc2c(c1C)C1(CCC2)SCCS1 (configuration not stated) | -5 | 4 | 0.2 | -4 | -2 | 3 | -8 | -4 | 1 | 0.2 | -10
CCc1nc(SCC(=O)Nc2ccccc2OC)c2c(C)c(C)sc2n1 | -4 | 13 | 0.0 | 1 | 17 | -13 | 0 | 8 | 6 | -0.4 | 1
O=C1c2ccccc2S(=O)(=O)c2cc(C(=O)N3CCN(c4ncccn4)CC3)ccc21 | -5 | 19 | -0.1 | 0 | 0 | 0 | 13 | 2 | -1 | 4.5 | 3
COC(=O)c1cc(S(=O)(=O)C(C)C)c(S(C)=O)s1 (configuration not stated) | 0 | -1 | 0.4 | -4 | 31 | 10 | -1 | -3 | 1 | -0.7 | 2
Further records follow.
SMILES | CaV13 ICDI inh | NR2E3 ag-1 | aDG glyco up | NR2E3 ag-2 | Peg3 promoter | Vif imaging | HIF-2a inh | Granule exo inh | PDI turbidity | hiPSC survival | TRPM1 prom inh
CCN(CC)CCOC(=O)c1cc(Cl)c(N)cc1OC | -5 | -4 | 0.2 | 0 | -10 | 1 | -3 | -3 | -1 | -2.2 | 0
CC(=O)c1c(C)[nH]c(C(=O)COC(=O)C2CC2)c1C | -4 | -6 | 0.0 | -3 | -11 | -4 | 14 | 0 | -1 | -0.2 | -9
O=C(Nc1ccncc1)c1ccc(Cl)c(S(=O)(=O)N2CCCC2)c1 | -2 | 9 | 0.5 | 0 | 14 | · | 9 | -3 | 3 | 0.7 | 23
CC(=O)Nc1ccc(-c2ccnc3c2CC(C)(C(=O)NCc2ccc(N(C)C)cc2)O3)cc1 (configuration not stated) | -12 | -4 | -0.2 | · | 25 | 1 | 5 | -4 | 3 | 1.3 | ·
Cc1cc(OCC(=O)NCCc2c[nH]c3ccccc23)c2c(C)cc(=O)oc2c1 | · | 0 | -0.2 | -2 | 19 | 0 | 3 | -2 | · | -0.3 | -8
CNc1c([N+](=O)[O-])cnn1-c1ccccc1Cl | -5 | -25 | 0.1 | -5 | -68 | -5 | -80 | -2 | -5 | 1.8 | -19
COc1ccc(CN2CCC(C(=O)N(C)CCc3ccc(OC)c(OC)c3)CC2)c(OC)c1 | · | 14 | 0.2 | 3 | 1 | 1 | 11 | 7 | -9 | 0.3 | -5
CCCCCCCCCCn1cc(C(C)=O)c(=O)[nH]c1=O | · | -4 | 0.1 | 2 | 6 | · | 19 | -3 | 21 | -1.5 | -6
C=CCNC(=S)Nc1ccc2nsnc2c1 | -6 | 4 | 0.1 | 0 | -8 | -2 | -13 | 0 | -4 | 2.7 | -2
Cc1ccc(S(=O)(=O)NCC(=O)NCC2COc3ccccc3O2)cc1C (configuration not stated) | -6 | -6 | -0.3 | 5 | 18 | -6 | 0 | 4 | 2 | 1.6 | 5
COc1ccc(-c2cc(-c3nnc(COC(=O)CC4CCCC4)o3)c3ccccc3n2)cc1OC | 5 | 6 | -0.6 | 5 | 24 | -8 | -34 | -2 | 6 | 5.0 | -18
O=C(Cn1cc(C(F)(F)F)cc(Cl)c1=O)NC1CCS(=O)(=O)C1 (configuration not stated) | -3 | 0 | 0.0 | -2 | 11 | 6 | 6 | -4 | 7 | -0.4 | 6
CS(=O)(=O)NNC(=O)c1cc2cc3ccccc3nc2s1 | -7 | -17 | 0.4 | -3 | -9 | -14 | -5 | -1 | -1 | 2.1 | -3
CC(=O)N1c2ccc(S(=O)(=O)N(C)CC(=O)N(C)Cc3ccccc3)cc2CC1C (configuration not stated) | -7 | 19 | 0.0 | -4 | 11 | -10 | 8 | -4 | 12 | -0.3 | 11
CCN(Cc1ccccc1)C(c1ccc(C)cc1)c1nnnn1C(C)(C)CC (configuration not stated) | -4 | 12 | 0.0 | 3 | -2 | 1 | -4 | -1 | -67 | 8.0 | 23
Cc1cc(=O)oc2cc(NC(=O)CN3C(=O)NC(C)(c4ccccc4)C3=O)ccc12 (configuration not stated) | -3 | -3 | 0.0 | 6 | -9 | 19 | -23 | -5 | 2 | 0.2 | -17
Cc1cc(C)c(NC(=O)c2cccc(NC(=O)c3ccco3)c2)c(C)c1 | -4 | 2 | 0.0 | 0 | 73* | 5 | 18 | -1 | 3 | 0.2 | -7
CC(C)(C)c1ccc(-c2n[nH]c(=S)n2/N=C/c2ccncc2)cc1 | -3 | -33 | -0.2 | -3 | -74 | 0 | -65 | 11 | -1 | 5.4 | -3
N#CC1=C(SCC(N)=O)NC(=O)CC1c1cccc2ccccc12 (configuration not stated) | 4 | -18 | 0.1 | · | 3 | -1 | 4 | 4 | 1 | -0.6 | -2
O=C(CSc1nnc(-c2ccc(F)cc2)o1)Nc1ccc(S(=O)(=O)N2CCCCCC2)cc1 | · | 13 | 0.0 | 2 | 22 | 1 | 11 | 2 | -10 | -1.4 | -1
CCc1ccc(NS(=O)(=O)c2c(C(=O)N3CCOCC3)c(C)n(C)c2C)cc1 | -6 | 24 | -0.1 | 1 | -10 | 0 | 14 | 1 | -8 | -0.5 | 0
CCOC(=O)c1nn(-c2ccccc2)cc1O | -12 | -55 | -0.1 | 0 | -90 | -6 | -62 | -3 | 4 | 0.5 | -42
CN(CC(=O)Nc1ccc(Cl)c(C(F)(F)F)c1)CC(=O)NC1CCCCC1 | · | 60 | 0.4 | 0 | 21 | -8 | -4 | -4 | -7 | -0.4 | 1
COc1ccc2oc(=O)c(C(=O)N3CCN(c4ccc(F)cc4)CC3)cc2c1 | -1 | -3 | -0.2 | -1 | 4 | 15 | 27 | -11 | 2 | -2.8 | -4
Cc1ccc(NC(=O)CCNCc2ccco2)cc1S(=O)(=O)N(C)C | -10 | -25 | -0.2 | 4 | -5 | 29 | 16 | -1 | 13 | 2.0 | -21

3 compounds already listed, sorted by their value in Peg3 promoter, highest first.
Compound	Peg3 promoter
O=C(Nc1ccncc1)c1ccc(Cl)c(S(=O)(=O)N2CCCC2)c1	14
CCCCCCCCCCn1cc(C(C)=O)c(=O)[nH]c1=O	6
N#CC1=C(SCC(N)=O)NC(=O)CC1c1cccc2ccccc12 (configuration not stated)	3

High-throughput results: PubChem BioAssay, several laboratories
